Pf gametocyte = inhibitors of late stage P. falciparum gametocyte viability; P. falciparum stage V gametocytes, ATP luminescence, 24 h; inhibition, % at 10.9 µM; 0.065% of 150,000 active; AID 743093;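 active means inhibition above the mean plus 3 SD of compounds within the control limits, set per campaign, cut at about 38% in these data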;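 further: 0% = DMSO wells and 100% = medium only without gametocytes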
ABCB1 block = inhibitors of human ABCB1 transporter, ABCG2 counter-screen | 0.067% of 190,000 active | AID 1326 | inhibition, % at 6.6 µM | P08183 | CCRF-Adr cells, JC-1 efflux, flow cytometry; in the data active means inhibition above about 40%;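 further: 0% = vehicle and 100% = reference inhibitor; higher value means more JC-1 retained so stronger ABCB1 efflux block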
Cdc42 wt = changes GTP binding to wildtype human Cdc42. 0.2% of 190,000 active. AID 761. percent activity (GTP binding), % at 10 µM. GST-Cdc42 beads, Bodipy-GTP binding, flow cytometry; actives lie on both sides. P60953;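 active means percent activity GTP binding at least 20 points away from the 100% baseline, either down as inhibitor or up as activator; inconclusive means compound flagged as likely green fluorescent from well-wide comparison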;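 further: median bead fluorescence of bound Bodipy-FL-GTP at 100 nM; 0% = excess unlabeled GTP control and 100% = no compound control; below 100% means less GTP binding so inhibitor and above means activator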
Target sequence (P60953 whole entry, looked up): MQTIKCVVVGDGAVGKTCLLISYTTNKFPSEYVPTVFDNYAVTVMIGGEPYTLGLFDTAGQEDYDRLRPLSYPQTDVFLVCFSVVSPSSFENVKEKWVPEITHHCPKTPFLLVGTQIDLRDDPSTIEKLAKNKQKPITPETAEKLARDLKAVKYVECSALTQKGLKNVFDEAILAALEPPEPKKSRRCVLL
Rac1 mut GTP = alters GTP binding to activated mutant human Rac1 | percent activity (GTP binding), % at 10 µM | 0.11% of 190,000 active | P63000 | GST-Rac1 activated beads, fluorescent GTP binding, flow cytometry; actives lie on both sides; 100% means binding = to untreated wells;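 active means GTP binding at least 20 percentage points away from the 100% baseline, in either direction, so actives lie on both sides; inconclusive means Compound likely fluorescent itself, or too few beads counted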
GSH bead fluor = compound fluoresces at 488/530 nm on GSH beads. AID 1776. fluorescence (KMESF) at 10 µM. 0.25% of 190,000 active. GSH beads flow cytometry, compound fluorescence 488/530 nm; active compounds read high; in the data active means fluorescence above about 89;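 further: glutathione beads carrying GST-tagged Bcl family fusion proteins plus one bare bead set; values are compound well signal with DMSO vehicle wells as background; inactives centre near 16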
Rab2 wt GTP = changes GTP binding to wildtype dog Rab2A, up or down | GST-Rab2 wt beads, Bodipy-GTP binding, flow cytometry | GTP binding activity, % at 10 µM | 0.19% of 190,000 active | AID 760;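 active means GTP binding activity at least 20 points away from 100%, either lowered or raised; inconclusive means signal likely due to the compound's own green fluorescence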;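 further: 0% = beads with excess unlabeled GTP and 100% = no-compound control corrected for plate trend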
HRas wt GTP bind = human HRas wildtype GTP binding, change in either direction | P01112 | GST-Ras wt beads, Bodipy-FL-GTP binding, flow cytometry; actives lie on both sides | GTP binding activity, % at 10 µM | 0.14% of 190,000 active | AID 759;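 active means GTP binding activity at least 20% away from the 100% baseline, either lowered as inhibitor or raised as activator; inconclusive means flagged as likely green fluorescent, judged across all proteins in the well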;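 further: 0% = unlabeled GTP competition control and 100% = no-compound control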
Target sequence (P01112 whole entry, looked up): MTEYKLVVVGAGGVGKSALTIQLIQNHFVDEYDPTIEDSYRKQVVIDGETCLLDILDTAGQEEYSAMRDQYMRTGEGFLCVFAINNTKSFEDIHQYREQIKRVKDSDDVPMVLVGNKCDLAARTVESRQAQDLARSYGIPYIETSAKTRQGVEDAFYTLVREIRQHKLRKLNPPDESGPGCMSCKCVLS
ABCG2 inh = inhibitors of human ABCG2 transporter, ABCB1 counter-screen; Q9UNQ0; IgMXP3 cells, JC-1 efflux, flow cytometry; inhibition, % at 6.6 µM; 0.1% of 190,000 active; AID 1325;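 active means inhibition above 80%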;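 further: 0% = DMSO and 100% = nicardipine control wells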
Target sequence (Q9UNQ0 whole entry, looked up): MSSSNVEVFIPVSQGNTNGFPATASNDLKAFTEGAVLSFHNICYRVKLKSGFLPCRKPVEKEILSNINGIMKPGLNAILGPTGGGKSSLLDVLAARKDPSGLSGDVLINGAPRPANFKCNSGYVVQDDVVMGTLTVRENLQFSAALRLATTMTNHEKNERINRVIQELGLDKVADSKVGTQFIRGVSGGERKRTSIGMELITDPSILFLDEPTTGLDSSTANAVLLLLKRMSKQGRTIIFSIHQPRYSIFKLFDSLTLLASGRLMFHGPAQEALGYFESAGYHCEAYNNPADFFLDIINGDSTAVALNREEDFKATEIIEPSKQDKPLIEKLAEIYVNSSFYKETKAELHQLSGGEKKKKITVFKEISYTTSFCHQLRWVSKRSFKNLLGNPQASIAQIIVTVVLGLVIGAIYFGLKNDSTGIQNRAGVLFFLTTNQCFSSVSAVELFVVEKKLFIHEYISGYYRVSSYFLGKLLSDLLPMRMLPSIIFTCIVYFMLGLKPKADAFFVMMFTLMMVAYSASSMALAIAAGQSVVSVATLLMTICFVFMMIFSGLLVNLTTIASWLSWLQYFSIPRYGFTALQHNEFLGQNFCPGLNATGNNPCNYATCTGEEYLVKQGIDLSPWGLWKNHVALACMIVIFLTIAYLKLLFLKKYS
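Incubation: cells with compound and JC-1, 10 min at 25 °C, rotating, no wash / Test system: IgMXP3 (ABCG2) plus far-red-tagged CCRF-Adr (ABCB1) cells / Compound dosing: one concentration, 6.6 µM final / Also added: JC-1 fluorescent substrate / Evaluation: efflux inhibition in percent versus controls / Detection: flow cytometry, 530 nm JC-1 signal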
Rab7 wt GTP bind = dog Rab7 wildtype GTP binding, inhibitors and activators | GST-Rab7 beads, fluorescent GTP binding, flow cytometry; actives lie on both sides; untreated = 100%, excess cold GTP = 0% | GTP binding activity (percent of control), % at 10 µM | 0.055% of 190,000 active | AID 758;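 active means fluorescent GTP binding to Rab7 beads changed by at least 20 points from the 100% baseline, either direction, mostly lower; inconclusive means compound itself probably fluorescent, or too few beads counted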;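 further: median green fluorescence of bound Bodipy-FL-GTP per Rab7 bead population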
Avidin bead fluor = compound fluoresces at 488/530 nm on avidin beads | compound fluorescence 488/530 nm, flow cytometry; active compounds read high | fluorescence (KMESF) at 10 µM | 0.38% of 220,000 active | AID 1775; in the data active means fluorescence above about 47; further: inactives centre near 10
Rac1 wt GTP bind = alters GTP binding to wildtype human Rac1; P63000; GST-Rac1 beads, fluorescent GTP binding, flow cytometry; actives lie on both sides; 0 = cold GTP competed, 100 = untreated; GTP binding activity (% of control), % at 10 µM; 0.27% of 190,000 active; AID 757;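 active means GTP binding activity at least 20 points away from the 100% control level, either lower or higher; inconclusive means compound flagged as likely green fluorescent, judged across all proteins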
Active calls of the source: *; ? = inconclusive; . = not tested or not shown. An excerpt. The share of hits here may be higher or lower than overall.

No. | structure | Pf gametocyte | ABCB1 block | Cdc42 wt | Rac1 mut GTP | GSH bead fluor | Rab2 wt GTP
1 | CSc1ncc(Cl)c(C(=O)O)n1 (tested in a mixture with another compound) | -6 | 0.5 | 104 | 99 | 13 | 102
2 | Cc1ccc(-c2nc(N3CCOCC3)s[n+]2-c2ccccc2)cc1 | 10 | 0.9 | 101 | 99 | 5 | 98
3 | CCC(C)(C)n1nnnc1CN1CCC(n2c(C)nc3cc(C(F)(F)F)ccc32)CC1 | . | 4.4 | 99 | 99 | 67 | 100
4 | CC(C(N)=O)N1CC(c2ccc(Cl)cc2)CC1=O (stereo unspecified) | . | 0.6 | 100 | 97 | 7 | 101
5 | CC[N+]12CCC(CC1)C(=C(c1ccccc1)c1ccccc1)C2 | . | -0.1 | 105 | 100 | 12 | 102
6 | CC1CN(c2ccc([N+](=O)[O-])cc2Cl)CCN1 (stereo unspecified) | -7 | 0.1 | 96 | 95 | 15 | 100
7 | NC(=S)N/N=C/c1coc2ccccc2c1=O | . | 0.2 | 101 | 97 | 12 | 97
8 | O=C1C2CCCN2C(c2cccnc2)N1c1cccc(Cl)c1 (stereo unspecified) | . | -1.2 | 102 | 101 | 18 | 101

No. | HRas wt GTP bind | ABCG2 inh | Rab7 wt GTP bind | Avidin bead fluor | Rac1 wt GTP bind
1 | 102 | 1 | 103 | 10 | 105
2 | 98 | 5 | 102 | 2 | 106
3 | 100 | 0 | 102 | 7 | 105
4 | 102 | 1 | 103 | 14 | 100
5 | 104 | 0 | 103 | 10 | 107
6 | 97 | -1 | 104 | . | 97
7 | 98 | 19 | 98 | 12 | 102
8 | 104 | -2 | 100 | 6 | 108

Carrying on:
No. | structure | Pf gametocyte | ABCB1 block | Cdc42 wt | Rac1 mut GTP | GSH bead fluor | Rab2 wt GTP
9 | CN(C)C(=O)Oc1ccc(OC(=O)N(C)C)cc1 | . | 0.2 | 101 | 98 | 43 | 99
10 | Cc1ccc(S(=O)(=O)CC(=O)c2cc(C)c(OC(=O)N(C)C)c(C)c2)cc1 | -6 | -0.4 | 102 | 104 | 14 | 101
11 | COc1cccc(OC)c1C1=NCC(=O)Nc2c1oc1ccc(Br)cc21 | . | 1.8 | 101 | 98 | 24 | 100
12 | CCCCn1c(O)c(C(CC)=Nc2ccc(OCC)cc2)c(=O)[nH]c1=O | 3 | 0.7 | 96 | 92 | 29 | 95
13 | O=C(Nc1cccnc1)c1c(O)c2c(n(Cc3ccccc3)c1=O)CCCC2 | . | 2.9 | 100 | 97 | 11 | 100
14 | O=c1c2ccccc2nc(-c2ccccc2)n1-c1ccc(O)cc1 | 9 | 1.2 | 97 | 96 | 11 | 98
15 | Cc1ncc(CN2CCCC(C(=O)c3cccc(OC(C)C)c3)C2)s1 (stereo unspecified) | 7 | 0.4 | 98 | 97 | 13 | 96
16 | CCCC(C)n1[nH]c(=O)c2c1NC(=O)CSC2c1ccc(OC)c(OC)c1 (stereo unspecified) | . | 0.3 | 99 | 97 | 24 | 98

No. | HRas wt GTP bind | ABCG2 inh | Rab7 wt GTP bind | Avidin bead fluor | Rac1 wt GTP bind
9 | 98 | 0 | 98 | 6 | 101
10 | 102 | -1 | 103 | 11 | 103
11 | 100 | 5 | 99 | 7 | 104
12 | 94 | 9 | 96 | 14 | 94
13 | 101 | 8 | 105 | 11 | 103
14 | 97 | 10 | 101 | 11 | 97
15 | 96 | 0 | 92 | 10 | 99
16 | 98 | -8 | 100 | 40 | 101

The list goes on:
No. | structure | Pf gametocyte | ABCB1 block | Cdc42 wt | Rac1 mut GTP | GSH bead fluor | Rab2 wt GTP
17 | CC1=CC(=O)C2=C(C)CC(O)C3C(C)C(=O)OC3C12 (stereo unspecified) | . | 0.0 | 102 | 99 | 27 | 99
18 | Cc1nn(Cc2ccccc2Cl)c(Cl)c1C(=O)OCC(=O)NC(=O)NC1CCCCC1 | 3 | 0.2 | 89 | 92 | 9 | 87
19 | O=C(c1cc(C(=O)NCc2ccccc2)c(=O)n(Cc2ccccc2)c1)c1cc(Br)ccc1O | -22 | 0.1 | 99 | 99 | 5 | 98
20 | Cc1cccnc1-n1c(CN2C(=O)c3ccccc3C2=O)nc2ccccc2c1=O | . | 4.6 | 103 | 100 | 29 | 105
21 | OCC#CC[N+]1(CC#Cc2ccccc2)CCOCC1 | -2 | -0.1 | 102 | 97 | 14 | 103
22 | C[N+](C)(C)CCc1ccc(O)cc1 | . | 0.9 | 98 | 96 | 21 | 100
23 | COc1ccc(-c2[nH]ncc2CNC(C)Cc2cccc(C)n2)cc1F (stereo unspecified) | -3 | 1.5 | 96 | 96 | 11 | 101
24 | CCOC(=O)c1c(/N=C/C2C(=O)NC(=S)NC2=O)sc(C)c1C | . | -0.2 | 96 | 98 | 10 | 95

No. | HRas wt GTP bind | ABCG2 inh | Rab7 wt GTP bind | Avidin bead fluor | Rac1 wt GTP bind
17 | 101 | 1 | 100 | 5 | 104
18 | 90 | 1 | 89 | 15 | 88
19 | 100 | -3 | 98 | 1 | 104
20 | 103 | 10 | 99 | 22 | 111
21 | 96 | 3 | 103 | 11 | 106
22 | 99 | 0 | 100 | 7 | 99
23 | 99 | 0 | 108 | 3 | 99
24 | 95 | 0 | 99 | 20 | 99

The results go on:
No. | structure | Pf gametocyte | ABCB1 block | Cdc42 wt | Rac1 mut GTP | GSH bead fluor | Rab2 wt GTP
25 | CC(C)NC(C)C(=O)c1ccc2ccccc2c1 (stereo unspecified) | . | 0.0 | 101 | 98 | 18 | 104
26 | CC(=O)N1CCC2(CC1)CC(=O)c1cc(OCC(=O)N3CCN(C)CC3)ccc1O2 | . | 0.1 | 103 | 99 | 16 | 100
27 | COc1ccc(-n2c(/C=C3\C(=O)Nc4ccccc43)nc3ccccc3c2=O)cc1 | -20 | 1.2 | . | . | 15 | .
28 | CC(=O)N1CCCSC1=Nc1ccccc1 | -6 | 0.0 | 100 | 96 | 26 | 97
29 | COc1c(C)cc(C(=O)C2CCCN(C3CCOCC3)C2)cc1C (stereo unspecified) | 19 | 1.4 | 99 | 96 | 16 | 101
30 | C=CCn1c(O)c(C(CC)=NCCCO)c(=O)[nH]c1=O | . | 0.0 | 101 | 99 | 64 | 100
31 | O=C1N=c2ccccc2=C/C1=C\c1c(O)[nH]c(=S)[nH]c1=O | 29 | -1.1 | 97 | 98 | 18 | 100
32 | CCOC(=O)c1c(C)n(Cc2ccccc2)c2ccc(OCC(O)CN3C(=O)CNC3=O)cc12 (stereo unspecified) | -28 | 1.0 | 105 | 101 | 48 | 104

No. | HRas wt GTP bind | ABCG2 inh | Rab7 wt GTP bind | Avidin bead fluor | Rac1 wt GTP bind
25 | 100 | 1 | 107 | 9 | 103
26 | 102 | -1 | 98 | 9 | 105
27 | . | 8 | 106 | 10 | 105
28 | 97 | -2 | 98 | 11 | 100
29 | 100 | 2 | 105 | 8 | 100
30 | 101 | 0 | 100 | 7 | 98
31 | 96 | -6 | 98 | 7 | 99
32 | 102 | 6 | 102 | 5 | 104

(continued)
No. | structure | Pf gametocyte | ABCB1 block | Cdc42 wt | Rac1 mut GTP | GSH bead fluor | Rab2 wt GTP
33 | O=c1c2ccccc2nc(CN2CCCCCC2)n1-c1ccc(F)cc1 | -2 | 0.4 | 102 | 99 | 7 | 102
34 | CCC(=NCc1cc(OC)cc(OC)c1)c1c(O)n(C)c(=O)n(C)c1=O | -16 | 12 | 102 | 98 | 35 | 98
35 | C=CCN1C(=O)NC(=O)/C(=C/c2cc3c4c(c2)CCCN4CCC3)C1=O | 15 | 0.3 | 97 | 95 | 20 | 96
36 | CC1(C)CC(CCNCc2ccc3c(c2)OCO3)(Cc2ccccc2)CCO1 (stereo unspecified) | 13 | 1.3 | 98 | 99 | 16 | 98
37 | CCCCP(=O)(O)c1ccccc1 | 0 | 0.4 | 99 | 99 | 16 | 99
38 | O=C(C1CC(=O)N(C2CCCCC2)C1)N1CCC2(CC1)OCCO2 (stereo unspecified) | . | 0.0 | 98 | 99 | 16 | 99
39 | O=c1[nH]c(=O)n(Cc2ccc(F)cc2)c(O)c1C=NCCCn1ccnc1 | 26 | 0.1 | 106 | 102 | 17 | 105
40 | CCOC(=O)c1c(/N=C/C2C(=O)NC(=S)NC2=O)sc2c1CCC2 | . | -0.4 | ? | ? | 14 | ?

No. | HRas wt GTP bind | ABCG2 inh | Rab7 wt GTP bind | Avidin bead fluor | Rac1 wt GTP bind
33 | 104 | 1 | 104 | 9 | 108
34 | 97 | 16 | 99 | 6 | 103
35 | 97 | -2 | 95 | 10 | 96
36 | 100 | 3 | 99 | 13 | 103
37 | 101 | 2 | 100 | 16 | 101
38 | 100 | 0 | 101 | 19 | 103
39 | 104 | 0 | 101 | 37 | 104
40 | ? | -1 | ? | 10 | ?

The list continues.
No. | structure | Pf gametocyte | ABCB1 block | Cdc42 wt | Rac1 mut GTP | GSH bead fluor | Rab2 wt GTP
41 | CCC(C)n1c(O)c(/C=N/Nc2ccccc2)c(=O)[nH]c1=S (stereo unspecified) | -23 | 0.0 | 97 | 95 | 13 | 93
42 | CN1CCC(N(C)c2nc(-c3ccccc3)nc3ccccc23)CC1 | 5 | 0.6 | 96 | 96 | 12 | 96
43 | Cn1c(O)c(C(=NCCc2c[nH]c3ccccc23)c2ccccc2)c(=O)n(C)c1=O | 4 | 1.2 | 96 | 94 | 13 | 98
44 | O=C(Cc1ccccc1)OCn1nnc2ccccc2c1=O | 21 | -0.2 | 99 | 97 | 126* | 100

No. | HRas wt GTP bind | ABCG2 inh | Rab7 wt GTP bind | Avidin bead fluor | Rac1 wt GTP bind
41 | 94 | 0 | 96 | 16 | 101
42 | 97 | 2 | 96 | 13 | 98
43 | 96 | 11 | 93 | 10 | 101
44 | 98 | 0 | 98 | 4 | 102
